# PTAP TSG101 blk: blocks PTAP/TSG101 interaction to inhibit HIV-1 budding. Q99816. Fluorescence polarization, FITC-PTAP peptide / Tsg101 binding. Potency, µM (highest dose often 115 µM), for the others: at the highest dose activity change, negative = inhibition, most hits filed as inhibitors. 340,000 tested, under 10 active. AID 493005; active = well fitted inhibition curve with a large enough effect in the main read-out, with a control signal flat, not every such curve was filed as active; inconclusive = small, poorly fitted or top-dose-only effect, or effect the other way, or a change in a side signal; inactive = no such curve, though single readings can be large or run the other way; note: potency is the fitted concentration of half-maximal effect; % of control where 0% means no effect
#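 Fluorescence anisotropy tracks displacement of a FITC-tagged PTAP peptide (50 nM) from the Tsg101 binding domain (10 uM), following a 20 min room-temperature incubation at pH 7.5.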
# uPA generation: blocks generation of uPA at the cell surface. cell surface uPA generation assay, qHTS. Potency, µM (titrated, usually from 38.3 µM), for the others: at the highest dose activity change, negative = inhibition, most hits filed as inhibitors. 330,000 tested, 0.31% active. AID 540303; active = well fitted inhibition curve with a large enough effect; inconclusive = small, poorly fitted or top-dose-only effect; inactive = no such curve, though single readings can be large or run the other way; tested in mouse RAW 264.7 cells; note: potency is the fitted concentration of half-maximal effect; % is set by controls: 0 for no effect and ±100 for the full control effect; nearly all actives have a fitted effect of over 55% in size
# TCR act: T cell receptor activation; primary human leukocytes, anti-CD3, IL-2 HTRF, 48 h; Potency, µM (series often up to 9.22 µM), without a hit: top-dose activation of IL-2 secretion, hits mostly activators; 330,000 tested, under 10 active; AID 504894; note: % of control where 0% means no effect
#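 48 hr co-incubation of compounds, a-CD3 beads and primary human leukocytes; IL-2 quantified homogeneously by HTRF with anti-IL-2 K and d2 conjugates.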
# Eya2 phos inh: Eya2 (human) phosphatase inhibition; O00167; recombinant Eya2, OMFP fluorescence dephosphorylation (OMFP is methylfluorescein phosphate); Potency, µM (highest dose often 76.9 µM), inactives show at the top dose activity, negative = inhibition, actives largely listed as inhibitors; 330,000 tested, 0.006% active; AID 488837; note: potency is the fitted concentration of half-maximal effect; % is set by controls: 0 for no effect and ±100 for the full control effect
#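 Eya2 protein (added as 0.2 uM solution) was preincubated with compound for 10 min at ambient temperature in 50 mM HEPES pH 7.5, 50 mM NaCl, 5 uM MgCl2, 0.05% BSA, 1 mM DTT. OMFP (added at 50 uM) then reacted 10 min; fluorescence read at 485/525 nm.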
# Tb PFK block: inhibitors of T. brucei phosphofructokinase; Potency, µM (top dose mostly 57.5 µM), without a hit: at the top dose activity, negative = inhibition, actives largely listed as inhibitors; O15648; AID 485367; T. brucei PFK, ADP-Glo luminescence; 330,000 tested, 0.17% active;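 note: potency is the fitted concentration of half-maximal effect; 0% = uninhibited 1x PFK enzyme wells and -100% = no-enzyme wells; nearly all actives have a fitted effect of over 60% in size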
# Target sequence (O15648 whole entry, looked up): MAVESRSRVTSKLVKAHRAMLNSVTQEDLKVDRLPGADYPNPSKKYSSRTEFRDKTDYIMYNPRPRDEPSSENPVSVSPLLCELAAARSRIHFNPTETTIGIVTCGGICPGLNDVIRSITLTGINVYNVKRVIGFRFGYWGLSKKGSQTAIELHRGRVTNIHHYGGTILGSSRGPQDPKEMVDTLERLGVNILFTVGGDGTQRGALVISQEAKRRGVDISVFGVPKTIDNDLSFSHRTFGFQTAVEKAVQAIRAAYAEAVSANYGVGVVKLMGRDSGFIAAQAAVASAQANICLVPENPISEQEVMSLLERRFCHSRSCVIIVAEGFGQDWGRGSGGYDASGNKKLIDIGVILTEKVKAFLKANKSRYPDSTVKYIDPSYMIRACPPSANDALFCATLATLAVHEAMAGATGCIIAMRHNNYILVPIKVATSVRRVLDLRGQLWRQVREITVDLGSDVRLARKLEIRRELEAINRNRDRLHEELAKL
#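 Luminescent ADP detection (ADP-Glo, two-step: ATP depletion then ADP-to-ATP conversion for luciferase) reported PFK activity after 45 min room-temperature reaction of 1.25 nM enzyme with 0.5 mM F6P and 0.1 mM ATP at pH 8.0.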
# TSHR antag: human thyrotropin receptor antagonism. activity change, negative = inhibition, % at 11.5 µM. TSHR-expressing cells, TSH-stimulated cAMP HTRF, 2 h; stronger effect = lower value. 330,000 tested, 0.2% active. AID 504810;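 active = activity change below a set negative limit, meaning inhibition stronger than a set level, cut at about -70% in these data; inconclusive = activity change between two set negative limits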; note: % is set by controls: 0 for no effect and ±100 for the full control effect
#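 Cell-based HTRF cAMP assay; TSHR cells + compound, TSH EC80 (4nM final), 2 h, 37 deg C. Lysis with anti-cAMP cryptate and cAMP-d2, 30 min RT, read 665/620 nm.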
# Mito fusion act: mitochondrial division inhibition or fusion activation; 320,000 tested, 0.23% active; S. cerevisiae fusion-defective mutant growth rescue, CellTiterGlo 48 h; Potency, µM (titrated, usually from 46.1 µM), for inactives: at the top dose growth rescue (activation), most hits filed as activators;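 note: potency is the fitted concentration of half-maximal effect; % of control where 0% means no effect; nearly all actives have a fitted effect of over 45% in size; temperature-sensitive fusion mutants such as fzo1-1 at 37 °C on non-fermentable ethanol glycerol medium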
#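 Temperature-sensitive fusion-defective S. cerevisiae (e.g. fzo1-1, mgm1-5) were grown with compound in YPEG medium (3% ethanol, 3% glycerol) for 48 hours at 37C. Growth rescue was measured as viability by CellTiterGlo luminescence after 10 minutes at ambient.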
# B2AR arrestin: recruits beta-arrestin to the human beta2-adrenergic receptor. beta-arrestin recruitment to beta2AR, cell-based reporter. Potency, µM (series often up to 46.1 µM), for inactives: at the highest dose activation, usual class: activators. 330,000 tested, 0.02% active;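 note: potency is the fitted concentration of half-maximal effect; 0% = DMSO controls and full agonism = EC100 isoproterenol or metaproterenol; nearly all actives have a fitted effect of over 65% in size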
# Target sequence (P07550 whole entry, looked up): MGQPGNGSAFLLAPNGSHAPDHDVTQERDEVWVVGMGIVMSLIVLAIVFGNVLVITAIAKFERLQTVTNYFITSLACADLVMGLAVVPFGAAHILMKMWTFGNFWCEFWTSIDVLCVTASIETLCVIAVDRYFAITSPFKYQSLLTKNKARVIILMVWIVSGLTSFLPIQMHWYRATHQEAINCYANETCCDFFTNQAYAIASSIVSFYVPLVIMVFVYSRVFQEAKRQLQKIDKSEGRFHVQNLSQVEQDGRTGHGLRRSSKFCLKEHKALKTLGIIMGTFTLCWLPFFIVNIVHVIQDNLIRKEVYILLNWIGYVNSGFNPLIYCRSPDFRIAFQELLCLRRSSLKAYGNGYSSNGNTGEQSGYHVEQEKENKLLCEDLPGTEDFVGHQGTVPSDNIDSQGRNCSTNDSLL
# USP2a inh: inhibitors of human ubiquitin-specific protease USP2a | Potency, µM (doses to about 38.3 µM), inactives show at the highest dose activity change, negative = inhibition, most hits filed as inhibitors | O75604 | AID 463254 | USP2 core, Ub-CHOP2 coupled fluorogenic reporter, 485/531 | 330,000 tested, 0.01% active;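 note: potency is the fitted concentration of half-maximal effect; plate controls were DMSO wells for no effect and full inhibition by NEM control for full effect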
#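 USP2 core (10nM final) preincubated 30min RT with compound in 20mM Tris-HCl pH 8.0, 2mM CaCl2, 2mM beta-mercaptoethanol, 0.05% CHAPS; 25nM Ub-CHOP2 plus 25nM reporter substrate added, fluorescence (Ex485/Em531) read after 60min.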
# ELG1 DNA repair: inhibitors of ELG1-dependent DNA repair in HEK293T cells. HEK293T ELG1-luciferase reporter, luminescence, 16 h; DNA damage induced by 5-fluorouridine. AID 504467. Potency, µM (top dose mostly 46.1 µM), for the others: top-dose activity change, negative = inhibition, usual class: inhibitors. 330,000 tested, 2.3% active; note: potency is the fitted concentration of half-maximal effect; % is set by controls: 0 for no effect and ±100 for the full control effect; nearly all actives have a fitted effect of over 55% in size
#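 5-Fluorouridine DNA damage + compound/DMSO, 2,000 cells/well, 16 h, 37 °C/5% CO2. ONE-Glo, 30 min RT, luminescence. Readout = decrease in reporter signal.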
# BCR signal inh: inhibitors of chronic active B-cell receptor signaling; ABC-DLBCL IkBa-CBG/CBR reporter, luminescence ratio, 4 h; Potency, µM (titrated, usually from 46.1 µM), without a hit: at the highest dose ratio change, negative = lower green/red ratio, most hits filed as inhibitors; 340,000 tested, 0.05% active; active = well fitted inhibition curve with a large enough effect in the signal ratio, with a control signal flat, not every such curve was filed as active; inconclusive = small, poorly fitted or top-dose-only effect, or effect the other way, or a change in a side signal; the % refers to the signal ratio;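 note: potency is the fitted concentration of half-maximal effect; plate controls were basal doxycycline-induced cells for no effect and cells given 10 µM MG132 for full effect; MG132 reads +100%, hits lower the ratio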
#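 Doxycycline induced both beetle luciferases in TMD8 lymphoma cells; IKK-driven degradation limits the IkappaBalpha-fused green signal, while red luminescence normalises for cell number and nonspecific effects. Compounds tested up to 46 uM, 4 hrs.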
# Numbers without * were called inactive; ? = inconclusive; · = no result given; [ ] = dose if it differs, or a comment. Unless noted, calls come from the whole dose curve; as a rule, active = well fitted curve in the direction sought with a large enough effect; inconclusive = small, poorly fitted or top-dose-only effect, or another doubt; inactive = no such curve, though single readings can be large; an effect the other way counts as inactive or inconclusive. Compounds were not picked by outcome; any-hit rate near 3%.
SMILES,PTAP TSG101 blk,uPA generation,TCR act,Eya2 phos inh,Tb PFK block,TSHR antag,Mito fusion act,B2AR arrestin,USP2a inh,ELG1 DNA repair,BCR signal inh
O=C(Nc1ccccc1N1CCCC1)c1cc(S(=O)(=O)N2CCOCC2)ccc1Cl,0%,8%,-4%,5%,-5%,1,2%,-0.4%,1%,2%,1%
CCc1ccc(/C=C2/C(=O)NC(=O)N2C(C)=O)cc1,0%,-11%,2%,6%,-9%,7,21%,0.4%,3%,?,?
CC1(C)C(=O)N(c2ccccc2F)C(=O)c2ccccc21,1%,1%,1%,-7%,1%,-10,21%,0.1%,1%,-3%,-16%
O=C(NCCCN1CCN(c2cccc(Cl)c2)CC1)C1CCC(=O)N1Cc1ccccc1Cl (configuration not stated),-8%,-12%,-2%,0%,-3%,25,-1%,-1.0%,-1%,-20%,1%
Cc1cc(C(=O)NN=Cc2ccc(OC(=O)c3ccco3)cc2)c(C)o1,0%,-1%,-1%[46.1 µM],-9%,0%,-11,·,0.0%,2%,?,?
Cc1cc(N(C(=O)c2ccco2)C(C(=O)NC2CCCCC2)c2ccccc2)ccc1-n1cnnn1 (configuration not stated),-13%,2%,-3%,4%,-2%,8,1%,0.8%,-5%,13%,1%
Oc1c(C(Nc2cccc(C(F)(F)F)c2)c2ccncc2)ccc2cccnc12 (configuration not stated),-1%,-5%,1%,-19%,-4%,-3,-5%,0.9%,1%,?,?
O=C(NCCCN1CCCC1=O)c1ccc(OC(F)(F)F)cc1,0%,3%,2%,-2%,-1%,3,6%,0.2%,1%,20%,1%
CCOc1ccccc1CN1CCC(n2nccc2NC(=O)CCCc2ccccc2)CC1,-5%,2%,1%,-9%,3%,-12,0%,0.4%,1%,?,-8%
O=C(Oc1cccc([N+](=O)[O-])c1)c1cc(-c2ccccc2)nc2ccccc12,-4%,·,4%,-7%,-2%,-16,0%,-0.3%,1%,-14%,?
Cc1c(C(=O)O)c(-c2ccccc2)nn1-c1ccccc1,1%,6%,-4%,-6%,-4%,17,1%,-0.1%,1%,5%,1%
Cc1cc(-c2n[nH]c(=S)n2-c2ccc(F)cc2)nn1C,-3%,-13%,9%,7%,4%,-8,-3%,-1.7%,-1%,-4%,-3%
O=C(Cc1ccccc1)Nc1cccc([N+](=O)[O-])c1,-6%,13%,-33%,4%,-11%,-4,13%,-0.2%,4%,5%,?
COc1ccc(-c2c(C#N)c(N)nc3c2CCCCCC3)cc1OC,-14%,-5%,-1%,15%,2%,8,3%,-0.8%,-10%,11%,6%
CC1=C(C(N)=O)C(c2ccc(Cl)cc2)n2nc(CCCO)nc2N1 (configuration not stated),-6%,-13%,0%,-5%,1%,-3,6%,-0.1%,1%,0%,-3%
C(=C\c1ccccc1)/CSc1nc2ncccc2[nH]1,-3%,2%,4%,-28%,-1%,5,-4%,-0.7%,0%,?,3%
CC(NS(=O)(=O)OCC(Cl)(Cl)Cl)c1ccc(C(C)(C)C)cc1 (configuration not stated),-3%,?,-4%,-16%,-1%,-4,-14%,-0.3%,-9%,-30%,24%
Cn1c(CCN2CCCCCC2)nc2cc(NC(=O)Nc3ccccc3)ccc21,-4%,-6%,-3%,4%,3%,-6,-4%,-0.5%,-30%,?,?
COc1nc2ccc(C)cc2cc1-c1noc(-c2ccccc2)n1,-2%,·,2%,-6%,1%,4,3%,-1.0%,2%,-10%,-18%
CC1CC(=O)C2=C(C1)Nc1nc3ccccc3n1C2c1cccnc1 (configuration not stated),-7%,-10%,2%,1%,-1%,-1,-1%,0.2%,3%,-10%,6%
COc1ccc(-c2noc(CN(C(=O)c3ccc4c(c3)OCO4)C(C)C)n2)cc1,-1%,1%,0%,-14%,-4%,46,30%,0.4%,-11%,?,?
CS(=O)(=O)N(CC(=O)Nc1ccccc1C(=O)N1CCCC1)c1ccc2c(c1)OCO2,-3%,0%,-1%,-2%,-5%,-4,-4%,-0.2%,2%,2%,-28%
COc1ccc(C(=O)C2=NN(C(C)=O)CC2c2ccco2)cc1 (configuration not stated),-2%,-4%,-2%,2%,-5%,-3,-3%,0.1%,-11%,?,-5%
CCc1ccc(NC(=O)C(=O)N/N=C(\C)CC(=O)NCCOC)cc1,-5%,2%,-11%,4%,-4%,-6,1%,-0.4%,3%,?,-9%
COc1ccc(/C=N/Nc2ncnc3scc(-c4ccccc4)c23)cc1OC,-15%,·,8%,-9%,0%,17,10%,-0.2%,-17%,18µM*,?
SMILES,PTAP TSG101 blk,uPA generation,TCR act,Eya2 phos inh,Tb PFK block,TSHR antag,Mito fusion act,B2AR arrestin,USP2a inh,ELG1 DNA repair,BCR signal inh
CCOC(=O)c1ccc(NC(=S)N(CCN(C)C)Cc2cccs2)cc1,-5%,-3%,2%,-17%,-3%,-3,3%,-0.1%,3%,?,2%
N#Cc1ccc(OCC(=O)N/N=C2\CCc3ccccc32)cc1,1%,4%,1%,16%,-2%,5,-1%,0.1%,2%,-1%,-4%
COc1ccc(-n2c(SCC(=O)Nc3cc(C)on3)nc3ccc(O)cc3c2=O)cc1OC,-9%,-4%,6%,-30%,-1%,-6,-4%,-0.1%,0%,-28%,1%
Oc1ccc(Br)cc1C=Nc1cccn2cc(-c3ccccc3)nc12,-17%,-6%,10%,-21%,-18%,-9,-2%,3.4%,9%,?,?
O=C(CSc1nc(O)c(Cc2ccccc2)c(=O)[nH]1)Nc1ccccc1,-10%,·,-5%,3%,-14%,-2,3%,-0.2%,3%,8%,?
Cc1ccccc1C(=O)Oc1ccc(Br)cc1C(=S)N1CCCC1,4%,-2%,-1%,0%,1%,-30,-4%,-0.5%,1%,-12%,15%
CNC(=O)c1[nH]cnc1C(=O)Nc1ccccc1C,-1%,-14%,-1%[46.1 µM],1%,-3%,-4,-1%,-0.6%,-1%,?,?
CC(=O)Nc1ccc(S(=O)(=O)Nc2cccc(-n3c(C)nc4ccccc4c3=O)c2)cc1,-4%,10%,6%,-3%,7%,6,-2%,0.0%,2%,-17%,-24%
Cc1c(C(=O)O)sc2nc(CSc3nnc(-c4ccc(F)cc4)n3C)[nH]c(=O)c12,-2%,-1%,24%,9%,21%,31,3%,-0.4%,5%,?,?
CCOc1ccc(NC(=O)CSc2nc(C)c3c(c2C#N)CCCC3)cc1,-7%,·,8%,-2%,0%,0,-3%,-0.4%,4%,?,-1%
CCOC(=O)CN1C(=O)CSc2ccc(S(=O)(=O)N3CCCC3)cc21,-3%,-4%,-3%,-2%,2%,2,-7%,-0.7%,1%,-1%,-3%
COc1ccc(S(=O)(=O)N(CC(=O)N2CCN(C)CC2)C2CCCCC2)cc1OC,-3%,-6%,-1%,5%,0%,5,-4%,-0.3%,2%,14%,14%
O=C(COCc1cc(-c2ccc3c(c2)OCO3)on1)N1CCN(c2cccc(C(F)(F)F)c2)CC1,-2%,0%,-2%,-11%,-8%,-2,15%,-0.4%,-9%,-18%,?
CC(=O)NC1CCCc2c1cnn2-c1ccc(C(C)(C)C)cc1 (configuration not stated),2%,1%,2%,?,-2%,-17,4%,3.2%,1%,6%,-11%
COc1ccc(C2(C)ON(c3ccccc3C(F)(F)F)C2=O)cc1 (configuration not stated),·,-6%,5%,15%,-4%,6,-28%,0.1%,1%,-21%,-1%
CC1(C)CC(=O)C=C(Nc2ccc3c(c2)CCC3)C1,-3%,-10%,0%,7%,1%,3,-15%,0.1%,3%,-18%,-5%
O=C(CSc1nc2ncccc2[nH]1)Nc1ccccc1-c1ccccc1,1%,4%,1%,-3%,0%,4,29%,0.1%,-1%,-20%,5%
Cc1cc(C)cc(OCC(=O)O/N=C(\N)c2cccnc2)c1,-9%,3%,-7%,-1%,-6%,-6,-4%,-0.2%,1%,4%,0%
Cc1ccccc1C(=O)NCCN=C1NS(=O)(=O)c2ccccc21,-3%,11%,6%,3%,-1%,6,-5%,0.2%,-3%,-7%,1%
COc1ccc(-c2csc(NC(C)=O)n2)cc1OC,-6%,-4%,-4%,15%,-3%,8,-3%,-0.1%,2%,?,?
